IP6K1 inh – Primary qHTS assay for small molecule inhibitors of Inositol hexaphosphate kinase 1 (IP6K1); 140,000 tested, 0.81% active; IP6K1 kinase, ADP-Glo luminescence, 2 h; hits give low values; activity change, % (series mostly up to about 58 µM); in the data active = activity change below about -25%
Target sequence (Q92551 whole entry, looked up): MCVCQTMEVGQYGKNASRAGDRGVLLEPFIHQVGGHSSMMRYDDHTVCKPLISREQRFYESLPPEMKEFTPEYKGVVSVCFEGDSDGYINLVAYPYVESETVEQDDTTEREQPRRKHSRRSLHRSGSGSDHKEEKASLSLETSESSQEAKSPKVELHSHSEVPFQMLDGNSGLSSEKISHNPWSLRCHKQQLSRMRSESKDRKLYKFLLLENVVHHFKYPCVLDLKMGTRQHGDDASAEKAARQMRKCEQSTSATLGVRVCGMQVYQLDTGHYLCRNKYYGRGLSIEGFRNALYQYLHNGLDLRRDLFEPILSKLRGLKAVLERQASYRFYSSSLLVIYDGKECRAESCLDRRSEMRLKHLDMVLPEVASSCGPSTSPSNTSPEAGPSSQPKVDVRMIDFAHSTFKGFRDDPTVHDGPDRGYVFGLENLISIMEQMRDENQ
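ADP-Glo luminescence measures ADP made by human IP6K1 during a 2 h RT reaction with ATP/IP6 (mix at 1.3 mM/130 uM); top library doses 57.5 and 19.1 uM final.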
SNCA viab count – GF-AFC viability counterscreen for inhibitors of alpha-synuclein gene (SNCA) expression; AID 1671193, 2021; 150,000 tested, 0.12% active; Potency, µM (highest dose often 57.1 µM), without a hit: at the highest dose activity change, negative = cytotoxicity, usual class: cytotoxic; HEK-293-SNCA-luc viability, GF-AFC fluorescence, 24 h;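 also: potency is read from the fitted curve at half-maximal effect; 0% = DMSO-treated cells and -100% = medium-only wells without cells; nearly all actives have a fitted effect of over 30% in size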
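HEK-293-SNCA-luc cells (1500/well) plated 24 h, then exposed 24 h to a dilution series; GF-AFC added 30 min at 37C, fluorescence 405/540 nm; normalised to medium-only and DMSO wells, Hill fit.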
HEK cytotox – Cytotoxic Profiling in HEK 293 Cell Line of Diverse Libraries Using Quantitative High-Throughput Screening | Potency, µM (highest dose often 115 µM), inactives show at the top dose activity change, negative = cytotoxicity, usual class: inhibitors | 94,000 tested, 6.6% active | AID 1345083, 2018 | HEK 293 viability, ATP luminescence (CellTiter-Glo), 48-72 h; also: potency is read from the fitted curve at half-maximal effect; nearly all actives have a fitted effect of over 60% in size
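HEK 293 cells at 250 cells/well were exposed to compounds by pintool transfer for 48 or 72 hr at 37 degree Celsius, 5% CO2. Viability was read as ATP-coupled luminescence with CellTiter-Glo after 10 min at room temperature.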
3T3 cytotox – Cytotoxic Profiling in NIH 3T3 Cell Line of Diverse Libraries Using Quantitative High-Throughput Screening. 94,000 tested, 4.3% active. NIH 3T3 viability, CellTiter-Glo ATP luminescence, 48-72 h. Potency, µM (top dose mostly 96.7 µM), inactives show at the top dose activity change, negative = cytotoxicity, usual class: inhibitors. AID 1345082, 2018; also: potency is read from the fitted curve at half-maximal effect; nearly all actives have a fitted effect of over 55% in size
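Luminescent ATP readout (CellTiter-Glo, 10 min RT) after 48 or 72 hr compound exposure of NIH 3T3 cells seeded at 400 cells/well in 1536-well format; quantitative HTS.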
FLuc inh – Firefly luciferase inhibition profiling of diverse chemical library using quantitative high-throughput screening; Luciferin 4-monooxygenase (Photinus pyralis), P08659; purified P. pyralis luciferase, luminescence, biochemical; Potency, µM (series often up to 115 µM), inactives show at the highest dose activity change, negative = inhibition, actives largely listed as inhibitors; 76,000 tested, 2.5% active; AID 1347043, 2019; also: potency is read from the fitted curve at half-maximal effect; nearly all actives have a fitted effect of over 65% in size
Target sequence (P08659 whole entry, looked up): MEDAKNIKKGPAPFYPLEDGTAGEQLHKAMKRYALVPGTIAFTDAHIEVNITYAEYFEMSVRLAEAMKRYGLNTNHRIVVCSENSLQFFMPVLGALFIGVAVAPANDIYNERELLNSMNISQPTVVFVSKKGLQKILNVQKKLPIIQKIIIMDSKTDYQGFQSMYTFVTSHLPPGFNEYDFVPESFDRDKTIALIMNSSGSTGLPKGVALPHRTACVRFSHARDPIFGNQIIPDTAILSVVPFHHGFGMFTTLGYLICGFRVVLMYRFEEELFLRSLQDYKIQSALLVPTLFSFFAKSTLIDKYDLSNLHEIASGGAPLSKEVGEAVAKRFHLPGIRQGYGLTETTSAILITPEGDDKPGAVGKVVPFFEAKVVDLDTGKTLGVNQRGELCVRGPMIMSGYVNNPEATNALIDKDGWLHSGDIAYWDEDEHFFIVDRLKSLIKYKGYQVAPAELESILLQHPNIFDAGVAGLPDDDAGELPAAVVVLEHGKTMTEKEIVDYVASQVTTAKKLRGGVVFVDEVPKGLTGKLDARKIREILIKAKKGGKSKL
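Cell-free enzyme assay, 10nM P. pyralis luciferase, luciferin and ATP each at 10uM. Inhibition profiled over a 6-point titration, read as luminescence.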
GPT2 inh – Primary qHTS assay for inhibitors of Glutamate pyruvate transaminase 2 (GPT2); Alanine aminotransferase 2 (Homo sapiens), Q8TD30; 100,000 tested, 0.25% active; Potency, µM (highest dose often 57.7 µM), for inactives: top-dose activity change, negative = inhibition, hits mostly inhibitors; Recombinant GPT2, coupled pyruvate oxidase/HRP Amplex Red fluorescence; AID 1671188, 2021; also: potency is read from the fitted curve at half-maximal effect; nearly all actives have a fitted effect of over 60% in size; many of its hits are not listed in these tables
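GPT2 10ng/uL, a-KG 250uM, L-Ala 2mM, HEPES pH7.5 + 0.0001% Tween; 30 min RT. Then Amplex mix (PO/HRP/ThPP), 30 min RT dark, fluorescence. AOA 50uM used as positive control.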
SNCA expr inh – Primary qHTS assay for inhibitors of alpha-synuclein gene (SNCA) expression; AID 1671194, 2021; 140,000 tested, 0.17% active; HEK-293 SNCA-luciferase knock-in, luminescence, 24 h; Potency, µM (series often up to 57.2 µM), without a hit: at the top dose activity change, negative = inhibition, actives largely listed as inhibitors;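 also: potency is read from the fitted curve at half-maximal effect; plate controls were DMSO cells for no effect and cell-free wells for full effect; nearly all actives have a fitted effect of over 45% in size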
The depositor's hits bear a star; i = inactive; ? = inconclusive; . = not tested or not shown; [ ] = remark or other dose. Unless noted, calls follow the shape of the dose curve; as a rule, active = well fitted curve in the direction sought with a large enough effect; inconclusive = small, poorly fitted or top-dose-only effect, or another doubt; inactive = no such curve, though single readings can be large; an effect the other way counts as inactive or inconclusive. Unless noted, % is scaled to controls: 0 for no effect and ±100 for the full control effect. The list is partial; count on the stated rates, not on these rows.

SMILES	IP6K1 inh	SNCA viab count	HEK cytotox	3T3 cytotox	FLuc inh	GPT2 inh	SNCA expr inh
CCOC(=O)N1CCN(C(=O)c2c(C)nn(-c3cccc(C)c3)c2-n2cccc2)CC1	6	2%	.	.	.	.	4%
CCn1c2c(c(=O)n1-c1ccccc1)CCN(Cc1ncccn1)C2	1	-2%[87.6 µM]	-10%[172 µM]	?	-8%[172 µM]	?	24%[87.6 µM]
COc1ccc(CC(=O)N2C[C@@H](CO)[C@H](c3ccncc3)C2)cc1OC	-17	14%	-4%	-19%	-11%	i	3%
CCN1c2cc(C(=O)NCc3cccc(OC)c3OC)ccc2C(=O)N2CCCCC21 (stereo not drawn)	0	7%[12.5 µM]	?	?	-2%	i	42%[activator]
CCNC(=O)NC[C@@H]1C=C(C)[C@H](CC(=O)NCCN2CCOCC2)C[C@H]1C(C)C	-11	3%[87.6 µM]	4%[172 µM]	-6%[138 µM]	-7%[172 µM]	-8%[88.5 µM]	-29%[87.6 µM]
Cc1nonc1C1CCCN1C(=O)c1cnc(COc2ccccc2)[nH]c1=O (stereo not drawn)	38	10%	3%	1%	-1%	-5%[11.5 µM]	0%
CC(C)C(=O)N1CCc2c(c(-c3nncn3C(C)C)nn2C)C1	0	5%	3%	2%	-14%	i	1%
Cc1occc1C(=O)N[C@@H]1CN(c2ccncn2)C[C@H]1CN(C)C	0	-5%	i	i	12%	1%	-6%
Cc1ccc2[nH]c3c(=O)n(CC(=O)N4CCCCC4)ncc3c2c1	11	6%	.	.	.	.	-15%
CN(Cc1cnn(C)c1)C(=O)c1csc2nc(-c3cccc(C(F)(F)F)c3)cn12	12	-1%	?	?	?	0%	2%
O=C(Nc1ccccc1)N1CCOC(CN(C(=O)c2ccco2)C2CCCC2)C1 (stereo not drawn)	-1	-19%	-24%	-17%	-11%	-4%	-11%
COc1ccc(CNC(=O)Cn2cccc2C(=O)c2ccccc2C)cc1	-8	-2%	.	.	.	.	197%[activator]
Cc1cccc(CCNC(=O)CCc2c(C)nc3c(c(C)nn3-c3ccccc3)c2C)c1	3	2%	.	.	.	.	-8%
O=C(c1cnccn1)N1CCCC(n2cc(-c3nc(-c4ccccc4)no3)nn2)C1 (stereo not drawn)	-3	3%	-24%	-17%	-29%	2%	104%[activator]
COc1ccc(CN2C(=O)CO[C@H]3CN(CC4CC4)C[C@H]32)cc1	18	-10%[87.6 µM]	-7%[172 µM]	?	4%[172 µM]	-2%[88.5 µM]	-17%[87.6 µM]
Oc1ccccc1CNC1(Cc2cc(-c3ccccn3)on2)COC1	11	-5%[87.6 µM]	?	-26%[174 µM]	-7%[172 µM]	i	2%[87.6 µM]
COc1ccc(NC(=O)c2csc3c2CCCCC3)cc1	-14	-29%	.	.	.	.	49%[activator]
COc1ccc(-c2noc(CC(=O)Nc3ccc(F)cc3F)n2)cc1	-4	12%	.	.	.	.	-11%
CC(C)(C)c1ccc(-c2noc(CNC(=O)CN3C(=O)CNC3=O)n2)cc1	38	-1%	-1%	-6%	18µM*	-3%[11.5 µM]	31%[activator]
CC1=C(C#N)C(NC(=O)c2ccccc2Cl)(C(F)(F)F)C(=O)N1 (stereo not drawn)	22	7%	.	.	.	.	35%[activator]
Cc1noc(/C=C/c2ccccc2F)c1S(=O)(=O)N1CCC(C(=O)Nc2ccc(C#N)cc2)CC1	3	-3%	.	.	.	.	-24%
Brc1ccc2nc(-c3ccccc3)c(Nc3ccc4c(c3)OCO4)n2c1	13	13%	.	.	.	.	0%
Cc1cnc(-c2ccncc2)n1C1CCN(C(=O)C2CC2)CC1	27	0%	0%	-6%	7%	i	-7%
C[S+](=O)([O-])NC1CCN(c2nccc(Nc3ccccc3F)n2)CC1	9	-6%[12.5 µM]	?	?	.	i	30%
CC(=O)OCC1=CCC2C(C)(C)CCCC2(C)C12CCC(C)(CC(=O)O)O2 (stereo not drawn)	5	-14%	.	.	.	i	.

Continuation:
SMILES	IP6K1 inh	SNCA viab count	HEK cytotox	3T3 cytotox	FLuc inh	GPT2 inh	SNCA expr inh
Cc1cc(C)c(C)c(OCC(=O)Nc2ccc(S(=O)(=O)Nc3nc(C)cc(C)n3)cc2)c1	10	1%	.	.	.	.	3%
O=C(c1ccc(F)cc1)N1CCCC(C(=O)N2CCC(c3nc4ncccc4[nH]3)CC2)C1 (stereo not drawn)	8	13%	i	-13%	.	i	15%
CC1(C(=O)N2CCOc3c(O)cc(-c4cccc(Cl)c4)cc3C2)CCCO1 (stereo not drawn)	-4	-8%	45µM*	?	8%	i	6%
Cc1oc(-c2ccc(C(=O)NCc3ccccc3)cc2)nc1CS(=O)(=O)c1ccccc1	-3	-7%	.	.	.	.	?
Cc1ccc(NC(=O)CCc2c(C)nc3ncnn3c2C)cc1Cl	14	24%	.	.	.	.	54%[activator]
CCN(CC)CCNC(=O)c1[nH]c2ccccc2c1Sc1ccc(Cl)cc1	8	-1%	.	.	.	.	-24%
COc1ccc(OC)c(CN2CCC3(CCCNC3)C2)c1 (stereo not drawn)	14	-2%	-31%	?	-3%	i	6%
CC(C)n1cnnc1-c1nn(C)c2c1CN(C(=O)CCc1ccccc1)CC2	2	9%	4%	-27%	.	2%	19%
O=C(c1ccc(OC(F)(F)F)cc1)N1CCC([C@@H]2CNC[C@H]2CO)CC1	-1	-6%[12.5 µM]	0%	1%	1%	-7%	57%[activator]
CCCC1c2nccn2CCCN1C(=O)c1conc1C (stereo not drawn)	5	2%	4%	i	-2%	-1%	-8%
COc1ccc(CCNC(=O)CC2CCOCC2)cc1OC	-16	-9%[12.5 µM]	11%	0%	-14%	i	6%
CN1CC(=O)N(C2CCNCC2)Cc2c(NCC3CCCCCC3)ncnc21	1	-1%	-29%	?	.	-1%	-2%
O=C(CSc1nc(=O)[nH]c2c1CCCC2)Nc1ccccc1C(F)(F)F	22	-20%	.	.	.	.	0%
Cc1cccc(NC(=O)c2c(NC(=O)c3ccccc3)sc3c2CCCC3)c1	-9	2%	.	.	.	.	-3%
CCC(=O)N1CCc2cc(Br)cc(S(=O)(=O)N3CCN(c4ccccc4)CC3)c21	-4	4%	.	.	.	.	5%
Cc1ccc2nc(Cl)c3cc(C(=O)NC4CCCCC4)sc3c2c1	4	0%	.	.	.	.	-8%
Cc1cccc(N(CC(=O)NC(C)c2ccccc2)S(=O)(=O)c2ccccc2)c1C (stereo not drawn)	-4	-17%	.	.	.	.	?
CCC(C(=O)NC1CCN(c2cc(-c3ccc(OC)cc3)[nH]n2)CC1)c1ccccc1 (stereo not drawn)	16	-8%	?	?	5%	-27%	-26%
O=C(c1cc(F)ccc1F)N1CCCC(c2nnnn2-c2ccccc2)C1 (stereo not drawn)	8	-10%	-20%	-28%	.	1%	21%
Cc1ccc(O[C@H]2COCC[C@H]2NC(=O)c2ccc3c(c2)OCO3)cn1	13	0%	3%	i	7%	-11%[11.5 µM]	13%
Cc1cccc(CNC(=O)c2cccc(NC(=O)N3CCSc4ncccc43)c2)c1	18	-2%	.	.	.	.	0%
CC(C(=O)N1CCc2onc(-c3ccc(C(F)(F)F)cc3)c2C1)N1CCCC1=O (stereo not drawn)	6	0%	?	?	4%	-2%	-17%
COc1ccc(NC(=O)N[C@H]2[C@H](O)[C@@H](N3CCN(c4ccccc4OC)CC3)[C@@H]3OC[C@H]2O3)cc1	-2	-5%	-27%	-18%	3%	i	-1%
Cc1cc(C(=O)NCc2c(C)ncc3c2CCNC3)ccc1F	6	1%	-15%	0%	13%	i	2%

Some of the entries so far, bar-delimited:
SMILES | IP6K1 inh | SNCA viab count | HEK cytotox | 3T3 cytotox | FLuc inh | GPT2 inh | SNCA expr inh
Cc1cc(C)c(C)c(OCC(=O)Nc2ccc(S(=O)(=O)Nc3nc(C)cc(C)n3)cc2)c1 | 10 | 1% | . | . | . | . | 3%
O=C(c1ccc(F)cc1)N1CCCC(C(=O)N2CCC(c3nc4ncccc4[nH]3)CC2)C1 (stereo not drawn) | 8 | 13% | i | -13% | . | i | 15%
CC1(C(=O)N2CCOc3c(O)cc(-c4cccc(Cl)c4)cc3C2)CCCO1 (stereo not drawn) | -4 | -8% | 45µM* | ? | 8% | i | 6%
Cc1oc(-c2ccc(C(=O)NCc3ccccc3)cc2)nc1CS(=O)(=O)c1ccccc1 | -3 | -7% | . | . | . | . | ?
Cc1ccc(NC(=O)CCc2c(C)nc3ncnn3c2C)cc1Cl | 14 | 24% | . | . | . | . | 54%[activator]
CCN(CC)CCNC(=O)c1[nH]c2ccccc2c1Sc1ccc(Cl)cc1 | 8 | -1% | . | . | . | . | -24%
COc1ccc(OC)c(CN2CCC3(CCCNC3)C2)c1 (stereo not drawn) | 14 | -2% | -31% | ? | -3% | i | 6%
CC(C)n1cnnc1-c1nn(C)c2c1CN(C(=O)CCc1ccccc1)CC2 | 2 | 9% | 4% | -27% | . | 2% | 19%
O=C(c1ccc(OC(F)(F)F)cc1)N1CCC([C@@H]2CNC[C@H]2CO)CC1 | -1 | -6%[12.5 µM] | 0% | 1% | 1% | -7% | 57%[activator]
CCCC1c2nccn2CCCN1C(=O)c1conc1C (stereo not drawn) | 5 | 2% | 4% | i | -2% | -1% | -8%
COc1ccc(CCNC(=O)CC2CCOCC2)cc1OC | -16 | -9%[12.5 µM] | 11% | 0% | -14% | i | 6%
CN1CC(=O)N(C2CCNCC2)Cc2c(NCC3CCCCCC3)ncnc21 | 1 | -1% | -29% | ? | . | -1% | -2%
O=C(CSc1nc(=O)[nH]c2c1CCCC2)Nc1ccccc1C(F)(F)F | 22 | -20% | . | . | . | . | 0%
